Bioassay records from PubChem.
BoNT A protease: blocks Botulinum neurotoxin A light chain protease; multiplex microsphere protease substrate cleavage, flow cytometry; actives 0.17% (n = 360,000); inhibition, % at 10 µM; note: plate controls were buffer without enzyme for full effect and enzyme alone for no effect
CCHF vOTU inh: CCHFV vOTU protease inhibition; inhibition, % at 11.5 µM; AID 651958; actives 0.55% (n = 370,000); Pep-AMC fluorescence; in the data active = inhibition above about 30%; note: 0% = vehicle wells with enzyme and 100% = no enzyme wells
Anthrax LF prot: inhibitors of Bacillus anthracis lethal factor protease | P15917 | multiplex microsphere protease cleavage assay, LF | inhibition, % at 10 µM | actives 0.12% (n = 360,000); note: plate controls were buffer without enzyme for full effect and enzyme alone for no effect
Rv3671c protease: inhibitors of M. tuberculosis serine protease Rv3671c; actives 0.048% (n = 320,000); inhibition, % at 5.96 µM; P9WHR9; in the data active = inhibition above about 38%;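 note: extracellular domain of Rv3671c used as enzyme; 0% = enzyme with DMSO and 100% = no enzyme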
Target sequence (P9WHR9 whole entry, looked up, the tested form may be a part): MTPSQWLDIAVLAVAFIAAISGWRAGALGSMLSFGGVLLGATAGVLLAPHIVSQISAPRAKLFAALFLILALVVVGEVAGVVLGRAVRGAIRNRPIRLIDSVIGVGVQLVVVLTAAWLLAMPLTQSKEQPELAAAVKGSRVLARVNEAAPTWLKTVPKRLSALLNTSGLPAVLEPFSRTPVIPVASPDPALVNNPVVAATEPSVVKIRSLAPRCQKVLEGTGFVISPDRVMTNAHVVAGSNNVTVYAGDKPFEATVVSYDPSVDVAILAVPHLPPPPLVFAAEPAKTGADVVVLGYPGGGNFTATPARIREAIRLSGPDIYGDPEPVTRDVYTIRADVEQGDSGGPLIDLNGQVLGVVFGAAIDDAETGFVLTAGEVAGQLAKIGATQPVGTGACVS
PrPC TRFRET: reduces human prion protein on the cell surface | P04156 | cell surface PrPC, TR-FRET read-out | inhibition, % at 13.8 µM | actives 0.43% (n = 370,000) | AID 720596; in the data active = inhibition above about 24%; note: 0% = median of the test wells and 100% = reference compound wells
MazF activator: activators of E. coli MazEF toxin-antitoxin RNase. FAM/BHQ RNA-DNA oligo cleavage fluorescence, 5 h. activation, % at 20 µM. actives 0.32% (n = 350,000); in the data active = activation above about 50%
Target sequence (P0AE70 whole entry, looked up): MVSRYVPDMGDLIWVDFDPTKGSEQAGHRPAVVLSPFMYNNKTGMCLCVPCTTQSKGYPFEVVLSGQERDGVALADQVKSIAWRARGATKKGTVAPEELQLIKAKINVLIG
PriA SSB inh: K. pneumoniae PriA-SSBct interaction inhibition. AID 1272365. actives 0.6% (n = 430,000). inhibition, % at 33 µM. AlphaScreen SSBct-PriA binding, biotinylated peptide; in the data active = inhibition mostly above about 37%, no sharp cut-off; inactive = mostly below about 20%;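 note: plate controls were negative control peptide for no effect and reference peptide for full effect; strong numbers were not always called active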
BoNT-F LC inh: inhibitors of Botulinum neurotoxin F light chain protease. Multiplex microsphere protease cleavage assay, flow cytometry. inhibition, % at 10 µM. actives 0.22% (n = 360,000); in the data active = inhibition above about 35%, passing the limit was not always enough; note: plate controls were buffer without enzyme for full effect and enzyme alone for no effect
VHR inh abs: DUSP3 (human) phosphatase inhibition; P51452; recombinant VHR phosphatase, pNPP absorbance; inhibition, % at 13.3 µM; actives 0.52% (n = 290,000); AID 1654; in the data active = inhibition above about 50%; note: some compounds called inactive have numbers as strong as hits
Target sequence (P51452 whole entry, looked up): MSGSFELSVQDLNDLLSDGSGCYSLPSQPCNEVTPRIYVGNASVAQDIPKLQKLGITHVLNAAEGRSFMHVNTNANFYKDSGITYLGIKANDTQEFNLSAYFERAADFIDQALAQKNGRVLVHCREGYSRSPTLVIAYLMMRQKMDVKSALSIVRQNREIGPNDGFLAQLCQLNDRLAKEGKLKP
3CLpro inhibitor: SARS-CoV 3CLpro protease inhibition. P0C6X7. recombinant SARS-CoV 3CLpro, quenched FRET peptide cleavage. inhibition, % at 6 µM. actives 0.14% (n = 290,000); in the data active = inhibition above about 12%
Starred values were filed as active, the others as inactive; & = joins results of further samples. Cut-off read from the data, not from the text of the source, unless noted: active = inhibition above about 30%; inconclusive = no clear call, values can overlap the other calls; inactive = below that. The list is partial (hit frequency here may not be typical).

For CCN(Cc1ccncc1)C(=S)Nc1ccccc1 the results were BoNT A protease 0.3, CCHF vOTU inh -1, Anthrax LF prot -1, Rv3671c protease 7, PrPC TRFRET 8, MazF activator 3, PriA SSB inh -5, BoNT-F LC inh 2, VHR inh abs 26 and 3CLpro inhibitor -1.
For Cc1c(C(=O)OC(C)C)[nH]c2c1C(=O)CCC2 the results were BoNT A protease 0.1, CCHF vOTU inh -2, Anthrax LF prot 0, Rv3671c protease -10, PrPC TRFRET 3, MazF activator -5, PriA SSB inh -6, BoNT-F LC inh -13, VHR inh abs 6 and 3CLpro inhibitor 3.
Screening CCOC(=O)C1=C(C)N=c2s/c(=C\c3ccc(C(=O)O)cc3)c(=O)n2C1c1ccc(F)cc1 (centres undefined) returned BoNT A protease -3.6, CCHF vOTU inh -2, Anthrax LF prot 12, PrPC TRFRET 1, MazF activator -19, BoNT-F LC inh -43, VHR inh abs 44 and 3CLpro inhibitor 3.
For CCCCSCc1cc(C(=O)O)oc1C(C)(C)C the results were BoNT A protease 0.6, CCHF vOTU inh -7, Anthrax LF prot 3, Rv3671c protease -2, PrPC TRFRET -6, MazF activator -20, PriA SSB inh -1, BoNT-F LC inh 4, VHR inh abs 1 and 3CLpro inhibitor -1.
For Cc1ccc2cccc(OC(=O)/C=C\c3ccccc3)c2n1 the results were BoNT A protease 0.2, CCHF vOTU inh 4, Anthrax LF prot -2, Rv3671c protease -1, PrPC TRFRET 7, MazF activator 11, PriA SSB inh -4, BoNT-F LC inh -3, VHR inh abs 20 and 3CLpro inhibitor 0.
C=CCn1c(O)c(C(CC)=NCCCO)c(=O)[nH]c1=O was read as BoNT A protease -0.6, CCHF vOTU inh 1, Anthrax LF prot 2, Rv3671c protease -7, PrPC TRFRET -7, MazF activator 3, PriA SSB inh -9, BoNT-F LC inh -3, VHR inh abs 14 and 3CLpro inhibitor 1.
`CCc1cccc(CC)c1NC(=O)c1cc(CN2C(=O)c3ccccc3C2=O)ccc1OC` gave BoNT A protease -0.2, CCHF vOTU inh 8, Anthrax LF prot -1, Rv3671c protease -23, PrPC TRFRET 2, MazF activator -2, PriA SSB inh 0, BoNT-F LC inh -2, VHR inh abs 2 and 3CLpro inhibitor -4.
For O=C(N=C1N=C2C=CC=CN2Cc2ccccc21)c1ccc(S(=O)(=O)N2CCOCC2)cc1 the results were BoNT A protease -0.1, CCHF vOTU inh 7, Anthrax LF prot -7, Rv3671c protease 3, PrPC TRFRET -7, MazF activator 3, PriA SSB inh -8, BoNT-F LC inh 4, VHR inh abs 15 and 3CLpro inhibitor 0.
Cc1ccccc1NC(=O)C1CCCN1S(=O)(=O)c1ccccc1C(F)(F)F (centres undefined) was read as BoNT A protease 0.7, CCHF vOTU inh 12, Anthrax LF prot 5, Rv3671c protease 0, PrPC TRFRET 1, MazF activator -1, PriA SSB inh -6 and BoNT-F LC inh 5.
Screening COc1ccc(CCn2c(N3CCOCC3)nc3c2c(=O)[nH]c(=O)n3C)cc1 returned BoNT A protease 0.0, CCHF vOTU inh -1, Anthrax LF prot -7, Rv3671c protease 8, PrPC TRFRET 4, MazF activator 2, PriA SSB inh -4, BoNT-F LC inh 1, VHR inh abs 31 and 3CLpro inhibitor 2.
Screening Cc1cc(C)c2nc(NNC(=O)c3ccc(S(=O)(=O)N4CCCC(C)C4)cc3)sc2c1 (centres undefined) returned BoNT A protease -0.8, CCHF vOTU inh 10, Anthrax LF prot -6, Rv3671c protease 8, PrPC TRFRET -1, MazF activator 3, PriA SSB inh 0, BoNT-F LC inh -4, VHR inh abs 4 and 3CLpro inhibitor 2.
For CCOc1ccccc1NC(=O)CN(C)S(=O)(=O)c1cnc[nH]1 the results were BoNT A protease 0.1, CCHF vOTU inh -8, Anthrax LF prot -3, Rv3671c protease -3, PrPC TRFRET 1, MazF activator 2, PriA SSB inh -12, BoNT-F LC inh 2, VHR inh abs 16 and 3CLpro inhibitor 7.
Screening CC(C)Oc1ccc(CNC(=S)Nc2ccccc2)cc1Cl returned CCHF vOTU inh -4, Rv3671c protease -4, PrPC TRFRET 14, MazF activator 0, PriA SSB inh -23, VHR inh abs -16 and 3CLpro inhibitor -4.
CCN(CC)CCNC(=O)COc1ccc(OC)cc1 was read as BoNT A protease -0.5&0.1, CCHF vOTU inh 11&-3, Anthrax LF prot 2&2, Rv3671c protease 5&-4, PrPC TRFRET 4&4, MazF activator 0&-1, PriA SSB inh -3, BoNT-F LC inh -9&-2, VHR inh abs -4 and 3CLpro inhibitor -2.
Cc1ccccc1NS(=O)(=O)c1ccc(C)c(C(N)=O)c1 was read as BoNT A protease -0.5, CCHF vOTU inh 3, Anthrax LF prot 4, Rv3671c protease 1, PrPC TRFRET 8, MazF activator 2, PriA SSB inh -9, BoNT-F LC inh -2, VHR inh abs 26 and 3CLpro inhibitor -5.
`CC(C)CN(CC(C)C)S(=O)(=O)N1CCC(C(=O)NCc2ccc(F)cc2)CC1` gave BoNT A protease -1.1, CCHF vOTU inh 12, Anthrax LF prot 0, Rv3671c protease -3, PrPC TRFRET 3, MazF activator 2, PriA SSB inh -11, BoNT-F LC inh 0, VHR inh abs 6 and 3CLpro inhibitor 0.
Screening COc1ccc(C(O)c2nc(-c3ccccc3OC)cs2)cc1 (centres undefined) returned BoNT A protease 0.2, CCHF vOTU inh -4, Anthrax LF prot -5, PrPC TRFRET 6 and BoNT-F LC inh 1.
CCOC(=O)c1cnc(SCC(=O)c2ccc(C)cc2)nc1N was read as BoNT A protease 1.0, CCHF vOTU inh -4, Anthrax LF prot 7, Rv3671c protease -5, PrPC TRFRET 2, MazF activator -1, PriA SSB inh -6, BoNT-F LC inh -2, VHR inh abs 4 and 3CLpro inhibitor -1.
COC(=O)c1cc(NC(=O)C2C3C=CC(C3)C2C(=O)O)cc(C(=O)OC)c1 (centres undefined) was read as BoNT A protease -0.1, CCHF vOTU inh -22, Anthrax LF prot -6, Rv3671c protease 4, PrPC TRFRET 0, MazF activator 0, PriA SSB inh -11, BoNT-F LC inh -1, VHR inh abs 6 and 3CLpro inhibitor -3.
Cc1ccc(C(=O)NCC(=O)NCC(=O)OCC(=O)c2cccs2)cc1 was read as BoNT A protease 0.1, CCHF vOTU inh 4, Anthrax LF prot -4, Rv3671c protease -10, PrPC TRFRET -4, MazF activator 1, PriA SSB inh -14, BoNT-F LC inh -1, VHR inh abs 5 and 3CLpro inhibitor 0.
CN(CC(=O)Nc1ccc(Cl)cc1)C(=O)COc1ncnc2ccccc12 was read as BoNT A protease 0.0, CCHF vOTU inh -5, Anthrax LF prot 1, Rv3671c protease 4, PrPC TRFRET 3, MazF activator 0, PriA SSB inh -4 and BoNT-F LC inh -6.
For Cc1ccc(S(=O)(=O)N2CCOCC2)cc1NC(=O)CN1CCC(Cc2ccccc2)CC1 the results were BoNT A protease -1.1, CCHF vOTU inh 0, Anthrax LF prot -1, Rv3671c protease 11, PrPC TRFRET -6, MazF activator -2, PriA SSB inh 12, BoNT-F LC inh -5, VHR inh abs -2 and 3CLpro inhibitor 3.
Cc1ccccc1C(=O)Nc1cccc(NC(=O)c2ccc(F)cc2)c1 was read as BoNT A protease -2.5, CCHF vOTU inh -14, Anthrax LF prot -7, Rv3671c protease -8, PrPC TRFRET 11, MazF activator 4, PriA SSB inh -3, BoNT-F LC inh 18, VHR inh abs -22 and 3CLpro inhibitor -1.
`CCCC(=O)Nc1nc2ccc(NC(=O)c3cccnc3)cc2s1` gave BoNT A protease -2.1, CCHF vOTU inh -5, Anthrax LF prot -3, Rv3671c protease -22, PrPC TRFRET -2, MazF activator 2, PriA SSB inh -4, BoNT-F LC inh -20, VHR inh abs 23 and 3CLpro inhibitor 1.
For CCCN(CCC)C1CC(=O)N(Cc2ccccc2)C1=O (centres undefined) the results were BoNT A protease -0.2, CCHF vOTU inh 5, Anthrax LF prot -1, Rv3671c protease 4, PrPC TRFRET 2, MazF activator -2, PriA SSB inh -10, BoNT-F LC inh -11, VHR inh abs 1 and 3CLpro inhibitor -6.
O=C(CN1CCN(S(=O)(=O)c2ccc3c(c2)OCCO3)CC1)Nc1cccc(F)c1 was read as CCHF vOTU inh -2, PrPC TRFRET -2, MazF activator 1 and PriA SSB inh -1.
`CCc1noc(C)c1C(=O)NNC(=O)c1ccc(Br)cc1` gave BoNT A protease -0.6, CCHF vOTU inh -1, Anthrax LF prot -2, Rv3671c protease -1, PrPC TRFRET -5, MazF activator -2, PriA SSB inh 9 and BoNT-F LC inh -9.
`O=C(COc1ccccc1)N1CCN(C(=O)c2cccc(F)c2)CC1` gave BoNT A protease 0.2, CCHF vOTU inh 3, Anthrax LF prot -8, Rv3671c protease 2, PrPC TRFRET -1, MazF activator -10, PriA SSB inh -13, BoNT-F LC inh -6, VHR inh abs -12 and 3CLpro inhibitor 2.
Screening COc1ccc(S(=O)(=O)N2CCN(C(=O)COc3ccc4c(C)cc(=O)oc4c3)CC2)cc1 returned CCHF vOTU inh -4, PrPC TRFRET 7, MazF activator 8, PriA SSB inh -27, VHR inh abs 24 and 3CLpro inhibitor -1.
For Cc1ccc(-c2cc(C(=O)N3CCc4ccccc4C3)no2)cc1 the results were BoNT A protease -0.1, CCHF vOTU inh 16, Anthrax LF prot 1, Rv3671c protease -3, PrPC TRFRET -2, MazF activator -8, PriA SSB inh 0, BoNT-F LC inh 2, VHR inh abs 22 and 3CLpro inhibitor -3.
For CCCC(NS(=O)(=O)c1ccc(-c2ccc(=O)[nH]n2)s1)c1cccs1 (centres undefined) the results were BoNT A protease 0.9, CCHF vOTU inh 14, Anthrax LF prot -1, Rv3671c protease 0, PrPC TRFRET -9, MazF activator 0, PriA SSB inh -4, BoNT-F LC inh 5, VHR inh abs 10 and 3CLpro inhibitor 4.
Screening CCCNC(=O)C1(C)CCN(C(=O)COCc2ccccc2)C1 (centres undefined) returned BoNT A protease 0.3, CCHF vOTU inh -8, Anthrax LF prot -4, PrPC TRFRET -1 and BoNT-F LC inh -9.
For O=C(/C=C/Nc1ccccc1O)c1ccco1 the results were BoNT A protease -0.5, CCHF vOTU inh -4, Anthrax LF prot -3, Rv3671c protease -3, PrPC TRFRET -2, MazF activator -2, BoNT-F LC inh -5, VHR inh abs 5 and 3CLpro inhibitor 5.

Of the compounds above, these contain an NH in an aromatic ring:
For Cc1c(C(=O)OC(C)C)[nH]c2c1C(=O)CCC2 the results were BoNT A protease 0.1, CCHF vOTU inh -2, Anthrax LF prot 0, Rv3671c protease -10, PrPC TRFRET 3, MazF activator -5, PriA SSB inh -6, BoNT-F LC inh -13, VHR inh abs 6 and 3CLpro inhibitor 3.
C=CCn1c(O)c(C(CC)=NCCCO)c(=O)[nH]c1=O was read as BoNT A protease -0.6, CCHF vOTU inh 1, Anthrax LF prot 2, Rv3671c protease -7, PrPC TRFRET -7, MazF activator 3, PriA SSB inh -9, BoNT-F LC inh -3, VHR inh abs 14 and 3CLpro inhibitor 1.
Screening COc1ccc(CCn2c(N3CCOCC3)nc3c2c(=O)[nH]c(=O)n3C)cc1 returned BoNT A protease 0.0, CCHF vOTU inh -1, Anthrax LF prot -7, Rv3671c protease 8, PrPC TRFRET 4, MazF activator 2, PriA SSB inh -4, BoNT-F LC inh 1, VHR inh abs 31 and 3CLpro inhibitor 2.
For CCOc1ccccc1NC(=O)CN(C)S(=O)(=O)c1cnc[nH]1 the results were BoNT A protease 0.1, CCHF vOTU inh -8, Anthrax LF prot -3, Rv3671c protease -3, PrPC TRFRET 1, MazF activator 2, PriA SSB inh -12, BoNT-F LC inh 2, VHR inh abs 16 and 3CLpro inhibitor 7.
For CCCC(NS(=O)(=O)c1ccc(-c2ccc(=O)[nH]n2)s1)c1cccs1 (centres undefined) the results were BoNT A protease 0.9, CCHF vOTU inh 14, Anthrax LF prot -1, Rv3671c protease 0, PrPC TRFRET -9, MazF activator 0, PriA SSB inh -4, BoNT-F LC inh 5, VHR inh abs 10 and 3CLpro inhibitor 4.
